Bioassay records as filed in PubChem.
TR SRC2 fluor cs: Total Fluorescence Counterscreen for Inhibitors of the Interaction of Thyroid Hormone Receptor and Steroid Receptor Coregulator 2; hit rate 0.29% among 280,000; Potency, µM (top dose mostly 106 µM), for inactives: top-dose fluorescence change, negative = quenching; TRb/SRC2 Texas Red total fluorescence interference; active means well fitted curve in either direction with a large enough effect; inconclusive means small, poorly fitted or top-dose-only effect; further: on the % scale 0 is the no-effect control and ±100 the full control effect
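Human TRb ligand-binding domain at 0.6 uM with 20 nM Texas Red SRC2 peptide in Tris buffer containing 1 uM T3 and 5% DMSO, incubated with compound 5 h at ambient temperature. Total fluorescence (555/632 nm) calculated as parallel + 2 × perpendicular.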
RECQ1 inh: qHTS Assay for Inhibitors of RecQ-Like Dna Helicase 1 (RECQ1) | hit rate 0.54% among 240,000 | AID 2549, 2010 | Potency, µM (doses to about 57.3 µM), for inactives: top-dose activity, negative = inhibition, most hits filed as inhibitors | RECQ1 DNA unwinding, red fluorescence kinetic read;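 further: plate controls were vehicle for no effect and no enzyme for full effect; nearly all actives have a fitted effect of over 30% in size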
Target sequence (P46063 whole entry, looked up): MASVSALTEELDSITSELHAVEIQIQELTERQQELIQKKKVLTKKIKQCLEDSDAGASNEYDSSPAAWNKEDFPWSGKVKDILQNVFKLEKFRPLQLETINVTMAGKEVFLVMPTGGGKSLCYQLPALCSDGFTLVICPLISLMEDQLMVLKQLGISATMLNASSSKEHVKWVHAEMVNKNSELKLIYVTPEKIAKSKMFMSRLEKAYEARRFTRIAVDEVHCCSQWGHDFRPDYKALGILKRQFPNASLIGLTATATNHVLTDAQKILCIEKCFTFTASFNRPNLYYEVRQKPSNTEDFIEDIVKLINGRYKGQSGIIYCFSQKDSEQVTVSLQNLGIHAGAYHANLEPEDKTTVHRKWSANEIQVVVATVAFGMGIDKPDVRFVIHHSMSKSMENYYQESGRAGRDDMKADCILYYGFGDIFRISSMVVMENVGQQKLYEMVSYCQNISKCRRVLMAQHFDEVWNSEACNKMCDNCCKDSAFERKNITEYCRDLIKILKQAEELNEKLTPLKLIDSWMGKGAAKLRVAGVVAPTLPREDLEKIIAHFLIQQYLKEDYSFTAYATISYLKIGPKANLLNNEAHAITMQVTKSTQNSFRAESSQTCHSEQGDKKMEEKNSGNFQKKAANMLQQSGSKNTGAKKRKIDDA
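RECQ1T1 50 nM; forked duplex (20 bp + 30-nt ss tails) 200 nM, ATP 2 mM final; pH 8.0, 2 mM MgCl2, 2.5 ug/ml poly(dI-dC); 15 min compound preincubation; discontinuous kinetic read over 2 h at RT.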
Tau ThT inhib: qHTS for Inhibitors of Tau Fibril Formation, Thioflavin T Binding. Microtubule-associated protein tau (Homo sapiens), P10636. hit rate 2.1% among 270,000. Potency, µM (titrated, usually from 57.4 µM), for inactives: at the top dose activity, negative = inhibition, most hits filed as inhibitors. recombinant tau K18 P301L, heparin-induced fibrillization, ThT fluorescence; further: on the % scale 0 is the no-effect control and ±100 the full control effect; nearly all actives have a fitted effect of over 55% in size
Target sequence (P10636 561-689 P618L limits assumed): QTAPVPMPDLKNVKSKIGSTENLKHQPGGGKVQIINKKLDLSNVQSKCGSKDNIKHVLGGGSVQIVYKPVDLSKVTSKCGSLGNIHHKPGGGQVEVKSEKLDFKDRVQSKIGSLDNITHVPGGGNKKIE
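Recombinant human tau K18 fragment […] carrying P301L, 15 uM unlabeled plus 0.24 uM Alexa 594-labeled, was fibrillized with 20 uM heparin in 100 mM sodium acetate pH 7 for 6 hr at 37 C; 30 uM ThT fluorescence read after 1 hr.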
Tau FP inhib: qHTS for Inhibitors of Tau Fibril Formation, Fluorescence Polarization. Microtubule-associated protein tau (Homo sapiens), P10636. K18 P301L tau heparin fibrillization, Alexa594 FP, 6 h. Potency, µM (doses to about 57.7 µM), for the others: at the highest dose activity, negative = inhibition, actives largely listed as inhibitors. hit rate 0.39% among 280,000. AID 1468, 2008; further: on the % scale 0 is the no-effect control and ±100 the full control effect; nearly all actives have a fitted effect of over 55% in size
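K18 P301L tau (15 uM unlabeled/0.24 uM Alexa 594-labeled, final) + compound + heparin 20 uM final; 100 mM NaOAc pH 7; 6 hr 37 C; ThT 30 uM final added, 1 hr RT; FP ex 555/em 632 nm.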
TRb SRC2 PPI: qHTS for Inhibitors of the Interaction of Thyroid Hormone Receptor and Steroid Receptor Coregulator 2 | hit rate 0.065% among 280,000 | TRbeta-SRC2 peptide binding, fluorescence polarization; receptor liganded with 1 µM T3 | Potency, µM (series often up to 106 µM), without a hit: at the top dose activity change, negative = inhibition, actives largely listed as inhibitors | Thyroid hormone receptor beta (Homo sapiens), P10828 | AID 1469, 2008;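 further: plate controls were bound peptide for no effect and peptide without receptor for full effect; nearly all actives have a fitted effect of over 50% in size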
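A fluorescence polarization screen tested compounds at multiple concentrations against complex formation between 0.6 uM TRb ligand-binding domain and 20 nM Texas Red SRC2 peptide, with 1 uM T3 present; readout after 5 hr.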
Tau fluor counter: Counterscreen qHTS for Inhibitors of Tau Fibril Formation, Fluorescence Polarization; hit rate 0.93% among 280,000; Potency, µM (doses to about 57.7 µM), inactives show top-dose activity change, negative = decrease; tau K18 P301L (four-repeat tau fragment) Alexa594 fluorescence, heparin fibrillization; further: on the % scale 0 is the no-effect control and ±100 the full control effect; nearly all actives have a fitted effect of over 55% in size
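Human K18 P301L tau (15 uM unlabeled plus 0.24 uM Alexa 594-labeled, final) in 100 mM sodium acetate pH 7 was mixed with compound and 20 uM heparin and incubated 6 hr at 37 C.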
HTT cytoprotect: qHTS Multiplex Assay to Identify Dual Action Probes in a Cell Model of Huntington: Cytoprotection (ATP); Potency, µM (highest dose often 56.4 µM), for inactives: cytoprotection (ATP increase), actives largely listed as activators; PC12 HTT-Q103 induced, cytoprotection, ATP luminescence, 40 h; hit rate 0.14% among 230,000; AID 1471, 2008;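 further: % of control where 0% means no effect; nearly all actives have a fitted effect of over 45% in size; toxic huntingtin expression switched on by the ecdysone agonist tebufenozide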
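PC12 cells with ecdysone-inducible HTT exon 1 Q103-GFP, induced with 100 nM tebufenozide and co-treated with library compounds in a dose series (1536-well, 1500 cells/well). Cytoprotection read as ATP content by ATPlite luminescence.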
L3MBTL1 inh: qHTS Assay for the Inhibitors of L3MBTL1; Potency, µM (titrated, usually from 57.1 µM), for inactives: at the top dose activity, negative = inhibition, most hits filed as inhibitors; hit rate 0.66% among 230,000; AlphaScreen L3MBTL1–H3K9me1 peptide binding; further: on the % scale 0 is the no-effect control and ±100 the full control effect; nearly all actives have a fitted effect of over 60% in size
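Read-out is AlphaScreen signal from streptavidin donor and nickel chelate acceptor beads (10 ug/mL final each) bridging L3MBTL1 (50 nM) and biotinylated K9-monomethylated H3(1-15) peptide (75 nM), after 30 min compound exposure at room temperature.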
Numbers without * were called inactive; & = joins results of further samples; [ ] = dose if it differs, or a comment. Unless noted, the call rests on the fitted dose curve; in most records, active means well fitted curve in the direction sought with a large enough effect; inconclusive means small, poorly fitted or top-dose-only effect, or another doubt; inactive means no such curve, though single readings can be large; an effect the other way counts as inactive or inconclusive. Potency means the concentration at half of the fitted maximal effect. These rows are one share of the data (hit frequency here may not be typical).

C/C(=N\Nc1ccccn1)c1ccc(N2CCOCC2)cc1 was read as TR SRC2 fluor cs -2.4%, RECQ1 inh inactive, Tau ThT inhib inconclusive, Tau FP inhib 1.4%, TRb SRC2 PPI 3.1%, Tau fluor counter -18.9%, HTT cytoprotect -7.2%[10 µM] and L3MBTL1 inh inconclusive.
CCCOC(=O)CN1C(=O)c2ccc(C(=O)OCCC)cc2C1=O was read as TR SRC2 fluor cs -4.0%, RECQ1 inh -10.7%, Tau ThT inhib -7.2%, Tau FP inhib -8.1%, TRb SRC2 PPI -6.5%, Tau fluor counter -11.5%, HTT cytoprotect 8.6% and L3MBTL1 inh 0.2%.
`Cc1cc(-c2c(C)[nH]n(-c3ccccc3)c2=O)n[nH]1` gave TR SRC2 fluor cs -4.1%, RECQ1 inh 24.3%, Tau ThT inhib -9.5%, Tau FP inhib -10.2%, TRb SRC2 PPI -6.0%, Tau fluor counter -8.4%, HTT cytoprotect -63.6%[inhibitor] and L3MBTL1 inh inconclusive.
CC(C)NC(=O)C1(O)c2ccccc2NC(=O)N1c1ccc(Cl)c(Cl)c1 (configuration not stated) was read as TR SRC2 fluor cs 1.5%, RECQ1 inh -6.9%, Tau ThT inhib 9.2%, Tau FP inhib 3.8%, TRb SRC2 PPI 0.3%, Tau fluor counter 4.8% and HTT cytoprotect -3.0%.
`Cc1cc(C)cc(-n2nc(C)cc2N)c1` gave TR SRC2 fluor cs -7.1%, RECQ1 inh -3.4%, Tau ThT inhib -13.6%, Tau FP inhib -1.5%, TRb SRC2 PPI 1.2%, Tau fluor counter -5.3% and HTT cytoprotect -15.3%.
Screening Oc1ccc(C=Nc2ccccc2-c2nc3ccccc3[nH]2)cc1 returned TR SRC2 fluor cs -20.1%, RECQ1 inh 2.5%, Tau ThT inhib -5.9%, Tau FP inhib 5.0%, TRb SRC2 PPI 7.8%, Tau fluor counter -4.2%, HTT cytoprotect -15.2%[10 µM] and L3MBTL1 inh 4.3%.
For O=C(CCCn1c(=O)c2cccn2c2cccnc21)Nc1ccccc1C(F)(F)F the results were TR SRC2 fluor cs -1.8%, Tau ThT inhib 9.2%, Tau FP inhib 3.6%, TRb SRC2 PPI 1.5% and Tau fluor counter 4.8%.
COC(=O)N/N=C1\CCCc2c(C)cc(C)cc21 was read as TR SRC2 fluor cs -4.4%, RECQ1 inh -3.4%, Tau ThT inhib -7.0%, Tau FP inhib 1.1%, TRb SRC2 PPI -1.5%, Tau fluor counter 1.9% and HTT cytoprotect -33.4%[inhibitor].
`COc1cccc(/C=N/Nc2nc(Nc3ccccc3)nc(-n3nc(C)cc3C)n2)c1O` gave TR SRC2 fluor cs -3.0%, RECQ1 inh -12.4%, Tau ThT inhib inconclusive, Tau FP inhib 1.4%, TRb SRC2 PPI 11.0%, Tau fluor counter inconclusive and HTT cytoprotect -98.4%[inhibitor][10 µM].
For COc1cc(OC)c(NC(=O)Cn2c(=O)nc(-c3ccccc3)c3ccccc32)cc1Cl the results were TR SRC2 fluor cs -5.9%, Tau ThT inhib 0.2%, Tau FP inhib 7.2%, TRb SRC2 PPI -2.9% and Tau fluor counter -4.3%.
`COC(=O)c1cc(-c2ccc(OC)cc2)n[nH]1` gave TR SRC2 fluor cs -4.2%, RECQ1 inh -1.2%, Tau ThT inhib inconclusive, Tau FP inhib -5.1%, TRb SRC2 PPI -0.9%, Tau fluor counter -8.5%, HTT cytoprotect -50.7%[inhibitor] and L3MBTL1 inh -6.2%.
Screening CC(C)(C)c1ccc(OCC(=O)O)cc1 returned TR SRC2 fluor cs 3.4%&-1.2%, RECQ1 inh -0.5%, Tau ThT inhib 8.5%&-9.2%, Tau FP inhib -2.2%&2.4%, TRb SRC2 PPI 2.9%&-0.5%, Tau fluor counter 4.9%&-11.9%, HTT cytoprotect -20.8%[0.074 µM] and L3MBTL1 inh 19.8%.
`C=CCn1c(C)cc(C(=O)CSc2nc3ccccc3c(=O)[nH]2)c1C` gave TR SRC2 fluor cs 2.9%, RECQ1 inh inconclusive, Tau ThT inhib inconclusive, Tau FP inhib -12.5%, TRb SRC2 PPI -9.4%, Tau fluor counter -11.6%, HTT cytoprotect -10.2%[10 µM] and L3MBTL1 inh -3.3%.
Screening Cc1ccc(C(=O)NCCC(C)C)cc1NC(=O)c1nsc2ccccc12 returned TR SRC2 fluor cs -1.5%, Tau ThT inhib -3.4%, Tau FP inhib -3.3%, TRb SRC2 PPI -6.3% and Tau fluor counter -9.0%.
CCOC(=O)c1c(-c2ccccc2)oc2ccc(N(C(C)=O)S(=O)(=O)c3ccc(C)cc3)cc12 was read as TR SRC2 fluor cs -1.5%, Tau ThT inhib -18.6%, Tau FP inhib -12.6%, TRb SRC2 PPI -10.5% and Tau fluor counter -25.1%.

Compounds shown so far containing a Cl atom, in the order listed:
CC(C)NC(=O)C1(O)c2ccccc2NC(=O)N1c1ccc(Cl)c(Cl)c1 (configuration not stated) was read as TR SRC2 fluor cs 1.5%, RECQ1 inh -6.9%, Tau ThT inhib 9.2%, Tau FP inhib 3.8%, TRb SRC2 PPI 0.3%, Tau fluor counter 4.8% and HTT cytoprotect -3.0%.
For COc1cc(OC)c(NC(=O)Cn2c(=O)nc(-c3ccccc3)c3ccccc32)cc1Cl the results were TR SRC2 fluor cs -5.9%, Tau ThT inhib 0.2%, Tau FP inhib 7.2%, TRb SRC2 PPI -2.9% and Tau fluor counter -4.3%.

(next part)
Cc1ccc2nc(N3CCN(c4ccccc4)CC3)c(C=O)c(=O)n2c1 was read as TR SRC2 fluor cs 2.0%, RECQ1 inh 5.0%, Tau ThT inhib -1.6%, Tau FP inhib -1.6%, TRb SRC2 PPI -10.9%, Tau fluor counter -4.4%, HTT cytoprotect -6.3%[10 µM] and L3MBTL1 inh -7.1%.
For COc1ccc(CCNC(=O)C2CC(=O)N(C3CCCC3)C2)cc1OC (configuration not stated) the results were TR SRC2 fluor cs -0.2%, RECQ1 inh -6.4%, Tau ThT inhib 20.7%, Tau FP inhib -3.0%, TRb SRC2 PPI -15.7%, Tau fluor counter 9.2%, HTT cytoprotect -7.3% and L3MBTL1 inh 44.3%[activator].
For Cc1[nH]c2ccccc2c(=O)c1C(=O)/C=C/c1ccccc1 the results were TR SRC2 fluor cs 0.2%, RECQ1 inh inactive, Tau FP inhib -10.5%, TRb SRC2 PPI -2.9%, Tau fluor counter -3.4% and HTT cytoprotect -4.6%[10 µM].
Screening Cc1csc(NC(=O)C2CCCN(S(=O)(=O)c3ccc4c(c3)oc(=O)n4C)C2)n1 (configuration not stated) returned TR SRC2 fluor cs -0.1%, RECQ1 inh -2.7%, Tau ThT inhib -4.5%, Tau FP inhib -0.1%, TRb SRC2 PPI -9.5%, Tau fluor counter -3.0% and HTT cytoprotect -1.3%.
For CN(C)C(CNC(=O)c1ccc2ccccc2c1)c1ccco1 (configuration not stated) the results were TR SRC2 fluor cs -0.4%, RECQ1 inh -1.5%, Tau ThT inhib -1.5%, Tau FP inhib 1.7%, TRb SRC2 PPI 1.8%, Tau fluor counter -1.8%, HTT cytoprotect -14.8% and L3MBTL1 inh -6.2%.
`COc1cccc(N=Nc2c(=O)[nH]n3c(=O)c4c([nH]c23)CCC4)c1` gave TR SRC2 fluor cs -16.9%, RECQ1 inh -16.1%, Tau ThT inhib 7.08µM*, Tau FP inhib 7.2%, TRb SRC2 PPI 0.5%, Tau fluor counter -20.7% and L3MBTL1 inh inconclusive.
`Cc1cc(C)nc(N/N=C/C2=C(O)CC(c3ccc(F)cc3)CC2=O)n1` (configuration not stated) gave TR SRC2 fluor cs 0.3%, RECQ1 inh 4.5%, Tau FP inhib 0.0%, TRb SRC2 PPI 1.0%, Tau fluor counter -28.2% and HTT cytoprotect 7.1%[10 µM].
O=C(CCCC(=O)N(CC(=O)NC1CCCCC1)Cc1ccccc1)Nc1ccccn1 was read as TR SRC2 fluor cs -5.4%, RECQ1 inh -6.4%, Tau ThT inhib -10.4%, Tau FP inhib 1.5%, TRb SRC2 PPI -1.6%, Tau fluor counter -5.9% and HTT cytoprotect 4.8%.
Screening CC[C@@H]1C(c2ccc(F)cc2)=NN(c2ccccc2)[C@H]1C(=O)N1CCOC1=O returned TR SRC2 fluor cs -7.2%, RECQ1 inh -7.0%[81.1 µM], Tau ThT inhib -10.2%[81.4 µM], Tau FP inhib -4.2%[81.3 µM], TRb SRC2 PPI 2.1%, Tau fluor counter inconclusive, HTT cytoprotect 8.2% and L3MBTL1 inh 30.9%[activator].
Screening CCNc1nc(C)c(CN(C(C)=O)c2ccccc2)nc1C#N returned TR SRC2 fluor cs -2.8%, RECQ1 inh 5.3%, Tau ThT inhib 4.3%, Tau FP inhib 1.6%, TRb SRC2 PPI 6.1%, Tau fluor counter 4.4% and L3MBTL1 inh 2.3%.
`Cc1cccc(N(CC(=O)NC(C)C)C(=O)c2ccc(N3CCCC3)nc2)c1` gave TR SRC2 fluor cs -4.2%, RECQ1 inh -11.9%, Tau ThT inhib -7.9%, Tau FP inhib 8.3%, TRb SRC2 PPI -3.2%, Tau fluor counter -10.8% and HTT cytoprotect -29.8%.
Screening ONC(=Nc1ccc(Cl)cc1)c1ccc(Cl)cc1 returned TR SRC2 fluor cs 1.5%, RECQ1 inh -7.7%, Tau ThT inhib -10.9%, Tau FP inhib -7.8%, TRb SRC2 PPI 4.9%, Tau fluor counter -20.6%, HTT cytoprotect 3.2%[10 µM] and L3MBTL1 inh 2.4%.
